# Scp1 inh: inhibitors of human Scp-1 phosphatase | Q9GZU7 | Recombinant Scp1, phosphopeptide, malachite green phosphate absorbance | inhibition, % at 20 µM | 340,000 compounds, 0.88% hits;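 active = inhibition above about 50% at 20 µM, limit read from the data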;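 note: plate controls were DMSO wells with enzyme for no effect and wells lacking enzyme for full effect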
#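 Incubation: 45 min enzyme reaction at room temperature / System: truncated SCP-1 phosphatase (76-261aa) / Reagent: Phospho 17-mer peptide substrate / Buffer or medium: Acidic Tris acetate buffer with magnesium and detergent / Signal: absorbance at 630 nm / Doses: one concentration, 20 µM, with 1.0% DMSO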
# DNMT1 inh: DNMT1 (human) enzyme inhibition; inhibition (reported as % activation of signal), % at 10 µM; DNMT1 molecular beacon, Hinp1I cleavage, fluorescence; 360,000 compounds, 0.83% hits; AID 588458; in the data active = inhibition above about 50%
# Rpn11 block: blocks the human proteasome subunit Rpn11. 360,000 compounds, 0.59% hits. human 26S proteasome, Ub4-pepOG fluorescence polarization; 20S core pre-blocked with epoxomicin. calls only at 20 µM. O00487;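 active = inhibition at 20 µM, scaled to each plate's controls, above about 33%, limit read from the data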
# Target sequence (O00487 whole entry, looked up): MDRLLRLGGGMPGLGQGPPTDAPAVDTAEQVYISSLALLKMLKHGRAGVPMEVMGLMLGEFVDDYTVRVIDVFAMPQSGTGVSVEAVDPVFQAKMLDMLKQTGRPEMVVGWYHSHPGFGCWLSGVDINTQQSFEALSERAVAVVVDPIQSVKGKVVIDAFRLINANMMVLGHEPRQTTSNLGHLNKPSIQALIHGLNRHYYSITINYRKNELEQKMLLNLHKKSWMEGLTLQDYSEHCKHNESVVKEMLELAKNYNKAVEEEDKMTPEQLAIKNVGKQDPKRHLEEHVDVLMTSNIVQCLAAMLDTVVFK
# TbMetRS inhib: blocks T. brucei methionyl-tRNA synthetase activity. purified T. brucei MetRS, ATP depletion, Kinase-Glo luminescence. inhibition, % at 11.9 µM. 360,000 compounds, 0.4% hits;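 active = inhibition above a per-plate cutoff of the control wells' mean inhibition plus 3 SD, cut at about 5.5% in these data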;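 note: 0% = DMSO wells median and 100% = median of wells with control inhibitor compound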
#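 Material: parasite MetRS enzyme / Replication: singlicate, one well per compound / Signal: luminescence of leftover ATP / Schedule: 2 h aminoacylation at 25 °C after 15 min preincubation / Medium: HEPES-MgCl2-KCl buffer plus DTT, spermine, BSA, pyrophosphatase / Doses: 11.9 µM single point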
# NadD block: blocks S. aureus nicotinate mononucleotide adenylyltransferase | purified NadD enzyme, colorimetric absorbance read-out | inhibition, % at 20 µM | 360,000 compounds, 0.78% hits; in the data active = inhibition above about 26%; note: some compounds past the cut are filed as inactive
# LMPTP block: blocks human LMPTP phosphatase | inhibition, % at 20 µM | recombinant LMPTP-A, OMFP fluorogenic substrate, fluorescence intensity | 360,000 compounds, 0.22% hits;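 active = compounds that cut the enzyme signal by at least half of the control window in the single-dose screen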;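 note: plate controls were DMSO wells with enzyme plus substrate for no effect and substrate without enzyme for full effect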
# Target sequence (P24666 whole entry, looked up): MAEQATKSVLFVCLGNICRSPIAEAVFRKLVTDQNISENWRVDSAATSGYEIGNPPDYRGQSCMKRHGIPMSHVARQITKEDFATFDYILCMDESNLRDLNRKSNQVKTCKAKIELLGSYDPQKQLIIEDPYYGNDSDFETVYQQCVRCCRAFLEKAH
#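 Assay system: LMPTP-A phosphatase enzyme | Input: 0.625 nM enzyme | Also added: Fluorogenic phosphatase substrate OMFP at 400 µM final | Compound dosing: One test concentration per compound, 20 µM, with 3% DMSO overall | Schedule: 50 min enzyme reaction at room temperature, protected from light | Signal: Fluorescence intensity | Benchmarks: no-enzyme and uninhibited controls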
# SUMO1 PPI mod: alters human SUMO1 binding to SIM partners; P63165; SUMO1 binding to a labelled peptide, TR-FRET, 1 h; inhibition, % at 20 µM; 360,000 compounds, 0.33% hits; AID 602429; in the data active = inhibition above about 37%
# Target sequence (P63165 whole entry, looked up): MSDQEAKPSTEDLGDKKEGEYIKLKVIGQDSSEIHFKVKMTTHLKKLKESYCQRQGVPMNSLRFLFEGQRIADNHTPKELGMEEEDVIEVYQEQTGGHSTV
# CSN inh: blocks human CSN-mediated cullin deneddylation; Q92905; Purified CSN, SCF-Nedd8-OG deneddylation, fluorescence polarization; inhibition, % at 12.5 µM; 360,000 compounds, 0.38% hits;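 active = pattern-corrected inhibition above about 35%, with an unprinted fluorescence ratio check between 0.5 and 1.5, limit read from the data, passing the limit was not always enough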;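 note: 0% = enzyme with substrate and 100% = substrate without enzyme; some results filed as inactive read as strong as hits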
# Target sequence (Q92905 whole entry, looked up, one chain of several): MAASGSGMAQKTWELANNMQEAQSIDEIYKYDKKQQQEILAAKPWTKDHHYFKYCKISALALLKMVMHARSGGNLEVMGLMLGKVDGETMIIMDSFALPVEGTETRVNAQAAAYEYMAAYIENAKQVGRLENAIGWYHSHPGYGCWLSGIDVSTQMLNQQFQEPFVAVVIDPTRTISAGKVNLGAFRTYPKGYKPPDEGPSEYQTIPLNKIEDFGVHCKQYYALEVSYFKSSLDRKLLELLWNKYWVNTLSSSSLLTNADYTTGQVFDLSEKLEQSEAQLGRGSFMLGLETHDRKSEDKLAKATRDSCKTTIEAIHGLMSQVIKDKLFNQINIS
#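 Material: human Csn5 produced in HEK293T cells; Input: enzyme 0.24 nM; Reagent: SCFSkp2-Nedd8OG substrate at 10 nM final; Dosing: 12.5 µM compound; Incubation: 90 min reaction at room temperature; Detection: fluorescence polarization of the substrate; Evaluation: % inhibition of substrate cleavage by Csn5; Control set: substrate-only high control, full reaction low control.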
# MsrA inhibitor: inhibitors of bovine MsrA | AID 651718 | purified bovine MsrA, absorbance read-out | 360,000 compounds, 0.75% hits | inhibition, % at 15.5 µM; in the data active = inhibition above about 4.5%;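 note: 0% = vehicle wells with enzyme and 100% = reference inhibitor wells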
# STEP block: blocks human striatal-enriched tyrosine phosphatase | recombinant STEP, OMFP fluorogenic substrate, fluorescence | inhibition, % at 20 µM | P54829 | 360,000 compounds, 0.25% hits;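 active = inhibition at 20 µM, scaled per plate between control wells, above about 37%, limit read from the data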;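 note: 0% = DMSO with enzyme and substrate and 100% = substrate only without enzyme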
#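 Assay system: isolated STEP enzyme. Buffer or medium: pH 6.0 Bis-Tris with DTT and Tween 20. Also added: fluorogenic phosphatase substrate OMFP at 25 µM final. Dosing: 20 µM, 1% DMSO. Timing: 20 min reaction, room temperature, in the dark. Measured by: fluorescence intensity, excitation 480 nm, emission 540 nm. Evaluation: normalized % inhibition.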
# The depositor's hits bear a star; i = inactive; / = not tested or not shown.
SMILES,Scp1 inh,DNMT1 inh,Rpn11 block,TbMetRS inhib,NadD block,LMPTP block,SUMO1 PPI mod,CSN inh,MsrA inhibitor,STEP block
COC(=O)c1ccccc1NC(=O)CNC(=O)c1ccc(OC)cc1,-8,-5,i,0.7,-3,0.6,-2,-1,-0.7,1
Cc1ccc(S(=O)(=O)CCC(=O)OCC(=O)NC(=O)c2ccccc2)cc1,-6,2,i,-0.3,-5,0.5,-2,-1,-1.6,-2
CCOC(=O)CNC(=O)CSc1nnc(NC(=O)c2ccc3c(c2)OCO3)s1,-7,1,i,-0.4,-2,-0.5,-3,-1,-0.4,-2
N#C/C(=C/c1cn(-c2ccccc2)nc1-c1cccc(S(=O)(=O)N2CCCC2)c1)C(=O)NCc1ccco1,-11,15,i,-0.1,46*,0.9,5,23,1.6,0
Cc1nn(C)c(Oc2ccccc2)c1CCNS(=O)(=O)c1ccc(F)cc1,0,1,i,0.0,-6,1.2,0,2,0.2,-2
OC(CNCc1ccco1)COc1ccccc1 (centres undefined),3,-1,i,-0.5,0,0.0,-2,-9,0.2,-2
CCCCCC(O)C=CC1C(O)CC(O)C1CC=CCCCC(=O)O (centres undefined),/,7,i,-0.2,-1,-0.2,-1,-4,-0.8,-1
CCOCCN(C(=O)COC)c1cccc(OC)c1,-5,1,i,-1.2,-4,-1.2,5,-1,0.2,-4
CN(C(=O)c1ccc(OC2CCN(CCc3ccccc3)CC2)cc1)C1CCOC1 (centres undefined),-3,2,i,-0.8,1,1.2,4,-8,-0.7,2
O=C1Nc2c(Cl)cccc2C1=O,/,-23,i,-0.4,4,0.6,-2,3,2.3,4

# 5 compounds already listed, arranged by SMILES length, ascending:
SMILES,Scp1 inh,DNMT1 inh,Rpn11 block,TbMetRS inhib,NadD block,LMPTP block,SUMO1 PPI mod,CSN inh,MsrA inhibitor,STEP block
OC(CNCc1ccco1)COc1ccccc1 (centres undefined),3,-1,i,-0.5,0,0.0,-2,-9,0.2,-2
Cc1nn(C)c(Oc2ccccc2)c1CCNS(=O)(=O)c1ccc(F)cc1,0,1,i,0.0,-6,1.2,0,2,0.2,-2
CN(C(=O)c1ccc(OC2CCN(CCc3ccccc3)CC2)cc1)C1CCOC1 (centres undefined),-3,2,i,-0.8,1,1.2,4,-8,-0.7,2
Cc1ccc(S(=O)(=O)CCC(=O)OCC(=O)NC(=O)c2ccccc2)cc1,-6,2,i,-0.3,-5,0.5,-2,-1,-1.6,-2
N#C/C(=C/c1cn(-c2ccccc2)nc1-c1cccc(S(=O)(=O)N2CCCC2)c1)C(=O)NCc1ccco1,-11,15,i,-0.1,46*,0.9,5,23,1.6,0

# The listing continues:
SMILES,Scp1 inh,DNMT1 inh,Rpn11 block,TbMetRS inhib,NadD block,LMPTP block,SUMO1 PPI mod,CSN inh,MsrA inhibitor,STEP block
CCOC(=O)C1CN(S(=O)(=O)c2cc(OC)ccc2OC)C1,-10,1,i,0.6,-7,0.1,1,-1,-0.5,1
COc1ccc(S(=O)(=O)N2CC(C)N(C(=O)N3CCOCC3)C2)cc1 (centres undefined),-5,1,i,0.1,0,-0.7,5,-1,-1.2,-3
CCCNC(=O)c1ccc2c(c1)ncn2-c1cc(C)cc(C)c1,-1,1,i,-1.1,-6,-0.4,-1,0,-0.8,4
CCOC(=O)c1c(C)[nH]c(C(=O)OCc2ccc([N+](=O)[O-])cc2)c1C,0,1,i,-0.3,-7,2.1,-1,2,0.1,-1
CC(C)CC(=O)Nc1ccnn1C1CCN(C(=O)c2ccc(Cl)cc2F)CC1,-3,1,i,-0.3,-1,-0.9,38,-1,-0.3,1
CN(Cc1ccccc1)C(=O)c1[nH]cnc1C(=O)NCc1ccc(CNC(=O)OC(C)(C)C)cc1,0,3,i,-0.1,2,-1.8,1,0,-0.9,0
CC(C)[C@H](NC(=O)OC(C)(C)C)c1cc(C(=O)NCCO)c(N)s1,/,/,/,-0.5,/,1.4,-7,0,0.5,/
OC1COC(OCc2ccccc2)C(O)C1O (centres undefined),0,1,i,-1.4,-1,-1.4,1,-2,-0.2,0
O=C(Cc1ccc(Br)cc1)N1CCN(c2ccccc2O)CC1,-4,-10,i,0.5,-2,0.3,3,-6,-1.0,1
CN(C(=O)CC1C(=O)NCCN1Cc1ccoc1)C1CCOCC1 (centres undefined),1,-1,i,-1.1,5,-2.1,0,7,-0.5,-3
CC(=O)Nc1ccccc1NC(=O)C/C(C)=N/NC(=O)C1CCCCC1,-2,1,i,0.0,2,-1.3,5,-3,-1.6,-1
CC1CCCC(C)N1C(=O)COC(=O)CNC(=O)c1ccccc1 (centres undefined),-8,2,i,-0.2,-3,-1.6,2,-4,0.3,0
Oc1ccc(Br)cc1CNc1nccs1,-6,3,i,-0.5,-2,0.5,5,2,-0.6,-3
CCC(=O)Oc1oc(-c2ccccc2)nc1C=Nc1ccc(C)cc1,-7,-2,i,0.1,-7,-0.5,-4,-2,-0.9,0
Cc1c(Cl)cccc1NC(=O)Nc1ccc(C(N)=O)cc1,-1,-2,i,-0.3,-3,-0.6,4,4,0.0,0
Cc1nn(CC(=O)N2CCN(C)CC2)c(=O)c2ccccc12,-14,-2,i,0.0,-2,-0.8,0,-6,0.8,-6
CN(Cc1cccs1)C(=O)CN1C(=O)c2ccccc2S1(=O)=O,-7,1,i,-0.3,3,-1.4,1,0,-0.8,-2
Cc1ccsc1/C=C1\SC(N2CC(C)OC(C)C2)=NC1=O (centres undefined),-2,-2,i,-0.9,2,-0.3,-13,3,2.8,6
Cn1cc(Cl)c(C(=O)NC(=S)Nc2sc3c(c2C#N)CCCCC3)n1,-5,0,i,-0.6,21,10,16,8,0.3,-1
CCOc1cc2c(C#N)c(N3CCNCC3)nc(N)c2c(N)n1,-3,-21,i,0.1,26,8.6,15,-16,1.1,4
O=C(O)CCN1C(=O)c2ccc(NC(=O)c3ccco3)cc2C1=O,2,-4,i,-0.2,-1,0.3,-14,4,0.6,-2
O=C(C(Sc1ccccc1)c1ccccc1)N1CCOCC1 (centres undefined),-11,3,i,0.1,0,-2.5,0,-11,-0.6,-7
Cc1cc(NC(=O)c2cccc(S(=O)(=O)N3CCCC3)c2)no1,1,2,i,-0.3,-4,-2.9,-1,1,-0.7,-4
Cc1cc(-c2cccs2)nc(-n2cccc2)n1,-15,-3,i,-0.3,-1,3.0,2,-1,1.3,2
CC(=O)C1=C(C)NC(=O)NC1c1cc(Br)ccc1OCC#N (centres undefined),2,-1,i,-3.1,-2,-1.0,-3,-3,-0.5,-2
Cc1ccc(-c2n[nH]c(=O)c3ccccc23)cc1S(N)(=O)=O,-2,0,i,0.3,-2,-1.3,-4,-1,-1.3,-2
Cc1cc(C)cc(N(CC(=O)NC2CCCC2)C(=O)c2csnn2)c1,4,1,i,-0.9,-3,-2.0,6,2,0.0,-1
O=C1CC(=O)NC(SCC(=O)Nc2ccccc2[N+](=O)[O-])=N1,77*,64*,i,0.5,10,6.6,12,14,0.5,21
CC1Cc2ccccc2N1C(=O)CSc1ncccn1 (centres undefined),-3,0,i,-0.2,-3,0.1,-1,-5,0.1,-3
CC(C)(C)C(=O)Nc1ccc(C(=O)OC2CCCCC2)cc1,-8,-3,i,-0.4,-10,1.3,3,-4,/,-4
C/C(=N\NC1=NCCN1)c1ccc(N)c([N+](=O)[O-])c1,0,0,i,0.0,-5,1.9,-22,2,-0.3,0
Cc1[nH]c2ccccc2c1C(=O)CN1C(=O)C(=O)N(CCC2=CCCCC2)C1=O,-7,-10,i,1.8,13,4.4,-5,-1,1.1,-2
O=C(NCCCN1CCOCC1)c1cc(Cl)ccc1OCc1ccccc1,-10,1,i,-0.6,-5,-0.5,-5,1,0.2,-2
COc1cc(CCCN2CCNC[C@H]2Cc2cccc3ccccc23)cc(OC)c1OC,3,-1,i,-0.3,-5,-1.5,9,3,-0.5,1
C=CCNC(=O)CSc1cc([N+](=O)[O-])cc(S(=O)(=O)Cc2ccccc2)c1,-2,-13,i,-0.5,8,-0.7,-25,-12,-0.5,3
C=CCn1c(CNC(=O)c2ccccc2F)nnc1SCc1nc2ccccc2c(=O)[nH]1,-5,0,i,0.3,4,-0.7,4,-16,-0.2,0
COc1ccc(-c2cc(C)no2)cc1S(=O)(=O)N1CCN(c2ccccn2)CC1,-1,0,i,0.7,2,2.0,3,3,-1.0,1
O=C(Nc1ccc2c(c1)CCC2)c1ccccc1F,-5,8,i,-1.3,-1,-0.3,-2,4,-1.3,-2
Cc1sc2c(c1C)c(=O)n(-c1ccc(Cl)cc1)c(=O)n2Cc1cc(=O)n2ccccc2n1,-1,5,i,-0.3,7,0.4,1,4,-0.7,3
O=C(c1cnsn1)N1CCC(CO)(Cc2cccc(F)c2)CC1,-10,2,i,-0.3,-7,0.0,0,-2,-0.1,1
COc1ccc(OCC(=O)Nc2c(C(=O)N3CCC(N4CCCCC4)CC3)oc3ccccc23)cc1,-6,-2,i,0.1,-5,-1.4,-8,1,0.5,-1
CCc1ccc(-c2cc(C(=O)Nn3cnnc3)c3ccccc3n2)cc1,-4,-12,i,-4.6,4,0.6,-1,1,0.7,8
COc1ccc(-c2cc(C)no2)cc1S(=O)(=O)NCc1cccc(C)c1,-6,1,i,0.0,-6,-0.1,4,-2,-0.5,0
COc1ccc(N(CC(=O)N2CCc3ccccc32)S(=O)(=O)c2c(C)n[nH]c2C)cc1,-11,-6,i,0.2,-3,-0.3,1,-3,0.8,0
COc1ccccc1NC(=O)c1ccccc1SCC(=O)N1CCCC1,/,-6,i,-0.1,-3,-1.0,9,-6,0.1,2
CC1CN=C2C(C(=O)Nc3ccccc3)=C(O)CC(c3ccccc3)N21 (centres undefined),-8,17,i,0.2,-1,0.7,-1,1,-1.4,0
Fc1ccccc1C(c1nnnn1Cc1ccc2c(c1)OCO2)N1CCN(Cc2ccco2)CC1 (centres undefined),3,1,i,-0.4,-3,-0.9,-2,2,-1.0,-2
Cc1c(Nc2nc(-c3cccc([N+](=O)[O-])c3)cs2)c(=O)n(-c2ccccc2)n1C,-1,-3,i,-0.2,-3,0.8,-25,11,0.9,-1
O=c1cc(-c2ccccc2)c2ccc(O)cc2o1,3,4,i,-1.1,-5,-0.6,-22,-1,0.5,0
COC(=O)c1cc2c(ccn2-c2ccc(F)cc2)n1CC(=O)OC(C)C,-15,0,i,-0.5,-7,3.2,-1,5,0.3,-1

# Screening results (PubChem)
